Screening results from PubChem.
ARFGAP1 inh = inhibitors of rat ARFGAP1 GAP activity, primary screen, biochemical, fluorescence polarization, GDP tracer. hit rate 0.26% among 360,000. ADP-ribosylation factor GTPase-activating protein 1 (Rattus norvegicus), Q62848. inhibition, % at 16.5 µM. Arfgap1-stimulated ARF1 GTP hydrolysis, GDP FP detection;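 active means inhibition above a per-plate limit, mean inhibition of low control wells plus 3 SD, cut at about 25% in these data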;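 further: 0% = DMSO wells with enzyme and 100% = wells lacking Arfgap1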
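Assay system: Rat Arfgap1 GAP domain (His6, aa 1-136), purified enzyme | Buffer or medium: HEPES 25 mM pH 7.5, NaCl 150 mM, MgCl2, DTT | Schedule: GTP hydrolysis reaction 2 h at 25 °C | Signal: FP of antibody-bound GDP Alexa 633 tracer, ex 620/em 688 nm | Measure: Percent inhibition of Arfgap1-stimulated GTP hydrolysis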
DDE Tn6 FP inh = inhibitors of Tn6 peptide binding to fibrin DD(E), primary screen, biochemical, fluorescence polarization, human fibrin, Tn6 probe | Fibrinogen beta chain (Homo sapiens), P02675 | Fibrin DD(E) TRITC-Tn6 fluorescence polarization displacement | inhibition, % at 8.3 µM | hit rate 0.21% among 370,000 | AID 720509, 2013;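 active means inhibition above a per-campaign cutoff: mean of compounds within control limits plus 3 SD, cut at about 15% in these data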;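 further: 0% = median of all compound wells on the plate and 100% = blocking peptide control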
ASAP1 inh = inhibitors of human ASAP1 ArfGAP activity, primary screen, biochemical, fluorescence polarization; Arf-GAP with SH3 domain, ANK repeat and PH domain-containing protein 1 (Homo sapiens), …; ASAP1-stimulated ARF1 GTP hydrolysis, GDP FP detection; inhibition, % at 16.5 µM; hit rate 0.19% among 360,000; AID 624377, 2012; in the data active means inhibition above about 25%;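 further: 0% = vehicle with enzyme and substrate and 100% = no enzyme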
NPR2 activator = human GC-B receptor activators, primary screen, HEK293 GC-B cells, cGMP TR-FRET, EC30 CNP. hit rate 0.11% among 370,000. Atrial natriuretic peptide receptor 2 (Homo sapiens), P20594. 0% at EC30 CNP, 100% saturating CNP. activation, % at 10 µM;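 active means activation at 10 µM reaching about 35% in either raw or pattern-adjusted values, limit read from the data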
Target sequence (P20594 whole entry, looked up): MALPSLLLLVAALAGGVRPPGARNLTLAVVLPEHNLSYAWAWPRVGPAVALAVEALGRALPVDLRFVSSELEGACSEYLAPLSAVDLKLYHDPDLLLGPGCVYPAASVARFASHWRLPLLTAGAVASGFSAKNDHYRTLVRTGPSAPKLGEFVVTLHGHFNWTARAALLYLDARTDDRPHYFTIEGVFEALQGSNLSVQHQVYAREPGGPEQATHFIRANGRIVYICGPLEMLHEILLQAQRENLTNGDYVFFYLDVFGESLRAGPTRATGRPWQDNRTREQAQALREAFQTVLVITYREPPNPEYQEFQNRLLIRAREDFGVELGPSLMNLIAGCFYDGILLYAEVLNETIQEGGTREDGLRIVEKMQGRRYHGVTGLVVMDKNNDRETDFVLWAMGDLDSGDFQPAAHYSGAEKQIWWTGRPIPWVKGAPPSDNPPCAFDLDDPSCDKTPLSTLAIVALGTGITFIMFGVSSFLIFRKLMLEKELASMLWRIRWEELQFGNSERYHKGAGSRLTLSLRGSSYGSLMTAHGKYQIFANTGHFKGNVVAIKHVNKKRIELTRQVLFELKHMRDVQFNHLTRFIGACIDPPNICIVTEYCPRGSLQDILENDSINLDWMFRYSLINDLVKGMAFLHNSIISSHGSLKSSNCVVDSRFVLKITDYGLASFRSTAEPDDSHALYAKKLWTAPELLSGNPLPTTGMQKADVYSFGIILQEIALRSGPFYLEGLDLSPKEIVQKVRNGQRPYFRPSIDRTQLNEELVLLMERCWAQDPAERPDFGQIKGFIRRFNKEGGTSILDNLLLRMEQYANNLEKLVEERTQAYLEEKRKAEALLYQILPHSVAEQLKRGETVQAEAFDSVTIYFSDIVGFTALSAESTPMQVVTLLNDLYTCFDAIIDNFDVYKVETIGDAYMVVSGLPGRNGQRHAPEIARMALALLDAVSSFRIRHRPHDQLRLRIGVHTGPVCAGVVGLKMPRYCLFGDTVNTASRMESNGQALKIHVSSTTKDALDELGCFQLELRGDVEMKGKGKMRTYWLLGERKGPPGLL
FXN GAA850 act = FXN promoter activators, primary screen, cell-based, luciferase luminescence, HEK293 lucGAA850 | HEK293 lucGAA850 FXN promoter luciferase reporter, 24 h; percent of 10 µM SAHA response | hit rate 0.56% among 360,000 | activation, % at 6 µM;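 active means activation above the average of all compounds screened plus 3 SD, cutoff fixed separately per campaign, cut at about 7.5% in these data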;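 further: 0% = DMSO wells and 100% = 10 µM SAHA wells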
sPLA2-III inh = human group III sPLA2 inhibitors, primary screen, biochemical, QFRET, BODIPY PC-A2 liposome substrate; hit rate 0.56% among 370,000; QFRET BODIPY PC-A2 liposome hydrolysis, fluorescence; Group 3 secretory phospholipase A2 (Homo sapiens), Q9NZ20; inhibition, % at 12.2 µM; AID 743126, 2013;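 active means inhibition above mean plus 3 SD of compounds lying within the high and low control bounds, cut at about 19% in these data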;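 further: 0% = median of test compound wells and 100% = no enzyme DMSO wells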
ADAM10 inh = human ADAM10 inhibitors, primary screen, biochemical, QFRET, HTS | inhibition, % at 7 µM | AID 720582, 2013 | Disintegrin and metalloproteinase domain-containing protein 10 (Homo sapiens), O14672 | hit rate 0.62% among 370,000 | recombinant ADAM10, EDANS/DABCYL FRET peptide cleavage, 3 h;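 active means inhibition above a per-campaign cutoff equal to the mean of compounds falling between control-based bounds plus 3 SD, cut at about 20% in these data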;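 further: 0% = DMSO wells while the 100% control is not disclosed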
rCAG binder = binders of r(CAG) RNA repeats, primary screen, biochemical, fluorescence; r(CAG) RNA repeat, TO-PRO-1 dye displacement fluorescence; hit rate 1.3% among 370,000; inhibition, % at 3 µM;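 active means inhibition above the plate cutoff, the mean of all test compounds on that plate plus 3 SD, cut at about 35% in these data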;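 further: 0% = DMSO alone and 100% = 100 µM mitoxantrone as full dye displacement; higher means more dye released from RNA so lower well fluorescence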
GC-A act = GC-A stimulated cGMP production enhancers – HEK293 GC-A cells, cGMP TR-FRET, EC30 ANP, primary screen; 0% at EC30 ANP, 100% saturating ANP; Atrial natriuretic peptide receptor 1 (Homo sapiens), P16066; AID 1671463, 2021; activation, % at 10 µM; hit rate 0.14% among 370,000; in the data active means activation above about 40%
proKLK7 act = proKLK7 zymogen activators, primary screen, biochemical, fluorescence intensity. Kallikrein-7 (Homo sapiens), P49862. activation, % at 7 µM. hit rate 0.9% among 370,000. AID 652039, 2013. purified proKLK7, EDANS-DABCYL substrate fluorescence; 100% is mature enzyme control, 0% vehicle;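 active means activation above the mean of all tested compounds plus 3 SD, computed per campaign excluding outliers beyond control limits, cut at about 13% in these data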
* marks the source's active call; other numbers are inactive results; i = inactive; . = not tested or not shown.

SMILES	ARFGAP1 inh	DDE Tn6 FP inh	ASAP1 inh	NPR2 activator	FXN GAA850 act	sPLA2-III inh	ADAM10 inh	rCAG binder	GC-A act	proKLK7 act
NS(=O)(=O)c1ccc(CCNC(=O)c2cccc(S(=O)(=O)N3CCCC3)c2)cc1	7	7	-7	0	1.1	-1	-19	8	3	-0.6
CCC(C)Oc1nc(C)cc(C)c1S(=O)(=O)c1ccccc1C (stereo not given)	6	-2	12	-4	-1.0	5	5	-9	-5	-0.5
Cc1c(NC(=O)CN2C(=O)C3C4C=CC(C4)C3C2=O)c(=O)n(-c2ccccc2)n1C (stereo not given)	7	2	-3	0	-0.1	-2	3	1	0	-0.5
Cc1ccc(S(=O)(=O)N2CCOCC2)cc1NC(=O)COc1cccc(Oc2ccccc2)c1	-10	5	1	4	-0.1	-19	12	1	-2	0.9
COC(=O)c1c(N2C(=O)[C@H]3[C@@H](C2=O)[C@]2(C(=O)Nc4c(C)cccc42)N2CCC[C@@H]32)sc(C)c1C	21	6	13	1	-0.7	-19	11	13	-1	0.5
COc1cc2c(cc1NC(=O)COC(=O)[C@@H](NC(=O)c1ccccc1F)C(C)C)oc1ccccc12	-3	3	4	0	0.7	-4	0	9	-2	-1.1
CCc1[nH]nc(C(=O)N2CCCC(C(=O)c3cccc(OC(C)C)c3)C2)c1C (stereo not given)	-5	-6	-2	1	-1.1	-1	8	-9	-1	-0.5
Cc1cnn(C(=O)Cn2nc(C(F)F)c(Br)c2C)c1	4	-12	1	2	-0.9	-1	-1	5	0	0.1
CCOC1=C2[C@H](c3ccccc3)N(S(=O)(=O)c3ccc(C)cc3)C(C(C)(C)C)[C@H]2C(C#N)(C#N)C(C#N)(C#N)C1 (stereo not given in full)	-2	1	-1	-8	.	-12	6	24	-17	-0.3
CC(C)N(C(=O)C1CC(=O)OC12CCCCC2)C(C)C (stereo not given)	1	-3	10	3	1.9	0	-4	-2	0	0.0
CN(CC(=O)Nc1ccc(F)cc1)C(=O)COC(=O)c1cc(Br)c(Br)s1	-6	-6	-13	-2	0.6	-10	2	3	-6	0.2
COc1ccc(C23CC4CC(CC(C4)C2)C3)cc1C(=O)NCCN(C)C	8	-5	2	-8	3.8	-23	-3	-1	-6	-0.8
O=C(O)c1cc(=O)c2cc(Cl)ccc2o1	9	2	-4	-6	-0.2	6	-2	0	2	-0.3
Cc1ccc(/C=C2\SC(=S)N(CCCC(=O)NC3CCCC3)C2=O)cc1	5	5	-8	1	-15	7	-4	-1	-3	-0.4
CCOC(=O)c1ccc(NC(=O)c2n[nH]c(=O)c3ccccc23)cc1	1	-1	-1	-2	3.1	-1	-8	2	2	-0.3
COc1cc(OC)cc(-c2nc(-c3ccc(Br)cc3)no2)c1	9	0	-5	2	-1.6	0	-2	0	14	0.0
CC(=O)N(C)c1ccc(NC(=O)Nc2cccc3ccccc23)cc1	12	-10	-1	-6	3.7	-15	-119	3	0	-2.7
O=C(c1cnn(-c2ccccc2)c1)c1ccccc1O	5	4	-8	2	5.1	4	-1	-1	5	-0.4
CN1C(=O)CC(Sc2ccccc2C(=O)O)C1=O (stereo not given)	2	5	10	4	0.7	7	-8	-3	-2	-5.1
OCCNc1ncnc2c1cnn2Cc1ccccc1	-6	6	13	2	1.5	0	-4	-3	1	0.1
CC(=O)c1cc(NC(=O)c2ccc([N+](=O)[O-])cc2)c(=O)oc1C	-4	7	1	-1	3.7	3	-6	5	-1	0.8
N#Cc1c(N)nc(SCc2ccccc2)c(C#N)c1-c1ccco1	8	-1	17	11	7.3	-1	-1	21	7	0.3
O=c1cc(N2CCN(c3cccc(C(F)(F)F)c3)CC2)[nH]c(=O)n1-c1ccccc1	.	-5	.	-8	.	6	9	.	2	.
CS(=O)(=O)c1cc([N+](=O)[O-])c(Sc2nc3ccccc3[nH]2)c([N+](=O)[O-])c1	-18	-1	6	-5	-0.2	-2	6	7	-3	-0.6
O=C1CC(/C=C/c2ccccc2)=Nc2ccccc2N1	-7	1	-7	0	0.0	-8	-16	15	-2	-1.4
CCc1ccc(OCC(=O)N2CCc3ccccc32)cc1	-16	-3	26*	-3	5.0	-1	-1	-1	-2	0.8
COc1cc(C2C(C#N)=C(N)Oc3cc(C)n(CC4CCCO4)c(=O)c32)cc2c1OCO2 (stereo not given)	3	3	-10	-2	-1.5	-4	0	2	-1	-1.0
Cc1cccc(-c2nc3c(c(SCC(N)=O)n2)CCCC3)c1	-9	3	-4	-7	-2.5	11	4	4	-8	-0.3
O=C(CCn1nnc2ccccc21)Nc1nnc(-c2ccccc2F)s1	4	8	2	3	0.9	-3	7	4	0	-0.4
CC1CN(C(=O)N[C@@H](Cc2ccccc2)C(=O)O)CC(C)O1 (stereo not given in full)	3	-11	-10	6	-2.0	5	-1	1	7	0.7

3 entries from above, in markdown:
| smiles | ARFGAP1 inh | DDE Tn6 FP inh | ASAP1 inh | NPR2 activator | FXN GAA850 act | sPLA2-III inh | ADAM10 inh | rCAG binder | GC-A act | proKLK7 act |
| --- | --- | --- | --- | --- | --- | --- | --- | --- | --- | --- |
| CC(=O)c1cc(NC(=O)c2ccc([N+](=O)[O-])cc2)c(=O)oc1C | -4 | 7 | 1 | -1 | 3.7 | 3 | -6 | 5 | -1 | 0.8 |
| OCCNc1ncnc2c1cnn2Cc1ccccc1 | -6 | 6 | 13 | 2 | 1.5 | 0 | -4 | -3 | 1 | 0.1 |
| Cc1cccc(-c2nc3c(c(SCC(N)=O)n2)CCCC3)c1 | -9 | 3 | -4 | -7 | -2.5 | 11 | 4 | 4 | -8 | -0.3 |

(list continues)
SMILES	ARFGAP1 inh	DDE Tn6 FP inh	ASAP1 inh	NPR2 activator	FXN GAA850 act	sPLA2-III inh	ADAM10 inh	rCAG binder	GC-A act	proKLK7 act
CC1CCN(C(=O)CCCOc2cc(=O)n(C)c3ccccc23)CC1	10	-1	10	0	0.8	-1	7	-3	-3	0.0
CC(=O)N(CC(=O)Nc1nn(-c2ccccc2)nc1C(N)=O)Cc1ccccc1	-3	4	-2	3	-2.1	-2	-53	-5	-2	-5.2
O=[N+]([O-])c1ccc(N/N=C/c2cccc(O)c2)cc1	11	-12	6	-6	-0.9	-33	2	10	-3	-0.5
CC1CCN(CC(=O)Nc2ccc(S(=O)(=O)N3CCCCC3)cc2)CC1	4	-10	1	0	-0.2	1	-10	-7	6	0.0
COC(=O)N1CCCCC1c1cc(C(=O)Nc2ccccc2Cl)no1 (stereo not given)	8	7	6	-4	0.6	-5	-3	0	-1	0.1
COC(=O)C1SCC2C(=O)N(Cc3ccc(Cl)c(Cl)c3)CC(=O)N21 (stereo not given)	-5	0	3	-7	2.3	-2	-4	-6	-2	-0.3
CCSc1nc2ccc(C)cc2cc1C#N	1	-2	-10	-1	1.5	4	-8	-1	-4	-0.3
O=C(Cn1cc([N+](=O)[O-])cn1)Nc1nc2ccccc2s1	1	-2	-6	-2	1.6	-8	7	2	6	-0.4
Cc1ccc(S(=O)(=O)Nc2ccccc2OC(C(=O)OC(C)(C)C)C(=O)OC(C)(C)C)cc1	0	5	-2	-3	.	-14	-16	3	4	1.2
COc1ccc(CCC(C)NCc2ccc(Cl)c(Cl)c2)cc1 (stereo not given)	-3	-8	4	-7	3.8	1	7	-1	-21	0.7
O=C1[C@@H]2C(c3cccnc3)=NO[C@@H]2C(=O)N1c1ccc(Br)cc1	3	-6	-4	0	-0.6	5	7	8	3	-0.3
CCCCc1[nH]c(=O)c(C#N)c2c1CSC(C)(C)C2	-9	1	1	5	-1.4	-8	-103	11	-1	1.1
CC1(C)CC(=O)C=C(c2ccc3[nH]ccc3c2)C1	-13	-10	-9	0	2.4	-15	5	-1	0	3.9
O=C(O)c1csc(-n2nc(-c3ccccc3)cc2C(F)(F)F)n1	-1	2	16	0	0.7	-6	-10	9	0	0.0
COc1cc(NS(=O)(=O)c2ccc(N/C=C(\C#N)c3nc4cc(Cl)ccc4o3)cc2)nc(OC)n1	-8	1	4	-1	-1.5	-13	-10	9	1	-0.3
CS(=O)(=O)N1N=C(c2cccs2)CC1c1ccccc1O (stereo not given)	-7	0	-6	1	0.4	-7	0	0	2	-0.1
CCOC(=O)C1CCN(C(=O)Nc2ccc3c(c2)nc(C)n3C)CC1	-7	3	2	-5	0.3	3	-1	-1	1	-0.6
C/C=C/c1ccc2c(c1)O[C@H](CN(C)C(=O)NC1CCCC1)[C@H](C)CN([C@H](C)CO)S2(=O)=O	9	-1	3	1	-0.4	-5	-11	0	2	-0.1
O=C(Nc1ccccc1)N1N=CCC1c1ccccc1 (stereo not given)	4	-5	-7	1	1.1	1	5	6	1	0.6
Cc1ccc(C2SCCN2C(=O)c2ccc([N+](=O)[O-])cc2)cc1 (stereo not given)	4	2	-8	-12	2.9	4	3	-3	-17	-0.6
Cc1ccc(S(=O)(=O)N2CCN(c3nc(-c4cccs4)nc4ccccc34)CC2)cc1	0	-5	10	-1	0.7	4	0	3	4	0.1
CCOc1cccc2sc(NN)nc12	1	0	-11	-2	-1.2	3	-27	34	-1	-0.5
CCOC(=O)C(Oc1ccc2c(-c3ccccc3)cc(=O)oc2c1C)c1ccccc1 (stereo not given)	0	2	-7	1	-2.4	-2	3	2	3	0.6
CC(=O)c1c(C)[nH]c(C(=O)OCC(=O)Nc2cc(C(F)(F)F)ccc2N2CCOCC2)c1C	16	0	14	-10	1.6	-15	-2	-1	7	0.2
CC(=O)Nc1ccc(S(=O)(=O)NNC(=O)COc2cccc(C)c2)cc1	-4	-5	0	-1	1.3	4	4	-2	2	0.5
CCN(C(=O)c1cccnc1)c1ccccc1	-12	-5	8	3	1.2	2	15	3	0	0.0
Cc1nc2ccccc2nc(C)c1=NOCc1cccc(F)c1	-6	0	-4	-1	4.7	2	0	2	-2	0.8
O=c1c2nccnc2[nH]c(=S)n1Cc1ccccc1	-9	2	9	0	0.3	2	-5	3	2	2.2
COc1ccc(CCNc2oc(-c3ccc(OC)c(OC)c3)nc2C#N)cc1	-5	-6	-6	2	1.9	-13	i	2	-3	-6.8
O=C(NC(=S)Nc1cccc2ncccc12)c1cccs1	-4	-8	6	2	-0.2	6	-2	-5	2	0.0
CC(=O)NC(c1ccc(F)c(F)c1)c1nc(-c2cccs2)cs1 (stereo not given)	-10	3	-8	-3	0.8	-1	-7	2	-4	0.3
CCOC(=O)c1c(C)[nH]sc1=S	-3	-8	4	3	0.2	5	1	-4	4	-0.5
